bIAP inhibitor: bovine intestinal alkaline phosphatase inhibitors, primary screen, selectivity assay for TNAP inhibitor project, biochemical, bovine IAP, CDP-star luminescence; alkaline phosphatase, intestinal [Bos taurus]; purified bovine IAP, 30 min; inhibition, % at 20 µM; 190,000 tested, under 10 active;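 active = over 50% inhibition of intestinal alkaline phosphatase at 20 µM in the single-dose screen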
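System: purified bovine intestinal alkaline phosphatase (IAP) enzyme; Input: IAP diluted 1/65,000,000 in the well; Measured by: CDP-star luminescence signal; Compound dosing: 20 µM single dose; Incubation: 30 min reaction at room temperature.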
PPARg SRC-3 ag: PPARgamma agonists recruiting SRC-3 coactivator, primary screen, biochemical; Peroxisome proliferator-activated receptor gamma (Homo sapiens), P37231; biochemical PPARgamma/SRC-3 coactivator recruitment assay; activation, % at 8 µM; 200,000 tested, 0.26% active; AID 731, 2007; in the data active = activation above about 23%;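 note: 0% = DMSO and 100% = reference agonist; some compounds past the cut are filed as inactive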
Target sequence (P37231 whole entry, looked up): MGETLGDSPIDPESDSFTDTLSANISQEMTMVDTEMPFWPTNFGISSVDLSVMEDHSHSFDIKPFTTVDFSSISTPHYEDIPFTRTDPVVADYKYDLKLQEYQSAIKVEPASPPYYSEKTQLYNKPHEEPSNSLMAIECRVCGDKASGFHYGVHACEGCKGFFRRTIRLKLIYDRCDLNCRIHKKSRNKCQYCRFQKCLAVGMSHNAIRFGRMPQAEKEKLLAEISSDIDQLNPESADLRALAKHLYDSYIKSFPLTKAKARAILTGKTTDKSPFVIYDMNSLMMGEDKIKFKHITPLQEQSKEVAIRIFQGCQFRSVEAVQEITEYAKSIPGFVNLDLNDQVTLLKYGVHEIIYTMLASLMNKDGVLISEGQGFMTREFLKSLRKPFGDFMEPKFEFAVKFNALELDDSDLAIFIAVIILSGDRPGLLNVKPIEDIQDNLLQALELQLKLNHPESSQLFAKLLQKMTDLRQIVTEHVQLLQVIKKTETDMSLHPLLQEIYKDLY
ROMK mod: ROMK potassium channel modulators, primary screen, cell-based, thallium flux, MLSMR library; ATP-sensitive inward rectifier potassium channel 1 (Homo sapiens), P48048; Tet-inducible ROMK, thallium flux fluorescence; actives lie on both sides; B-score at 10 µM; 130,000 tested, 2% active;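 active = signal ratio slope over the read window, or its plate-corrected B-score, at least 3 SD from the plate mean, either direction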;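 note: B-score of the F/F0 ratio slope over 7 to 12 s after thallium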
Redox H2O2 prof: compounds producing H2O2 with reducing agent – biochemical, NIH compound library profiling, artefact control for MLSCN library redox annotation, primary screen | AID 878, 2007 | DTT-dependent redox cycling H2O2, phenol red/HRP absorbance; 100% = 100 µM peroxide control, 0% = buffer | activation, % at 10 µM | 200,000 tested, 0.03% active;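 active = activation of at least 50% relative to the plate's high and low controls in the primary single-dose screen; inactive = activation below 50%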;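 note: compound incubated with DTT at 0.8 mM final as the reducing agent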
L major viab: Leishmania major promastigote growth inhibition, primary screen; Leishmania major promastigotes, resazurin fluorescence viability; inhibition, % at 10 µM; 200,000 tested, 9% active; AID 1063, 2008; in the data active = inhibition above about 50%;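 note: promastigotes grown with compound for 44 hours at 28 °C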
TLR4-MyD88 BLA: inhibitors of TLR4-MyD88 association in cells, primary screen, cell-based, HeLa CL3-4, BLA complementation, FRET ratio; inhibition, % at 8.4 µM; HeLa CL3-4 TLR4/MyD88 BLA complementation; 200,000 tested, 0.18% active; in the data active = inhibition above about 25%;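 note: 0% = vehicle and 100% = reference inhibitor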
bIAP act: bovine intestinal alkaline phosphatase activators, primary screen, biochemical, bovine IAP, CDP-star luminescence; 200,000 tested, 0.17% active; purified bovine IAP, 30 min; hits give high values; fold of DMSO-control signal, blank-subtracted; alkaline phosphatase, intestinal [Bos taurus]; activation factor at 20 µM; AID 1016, 2008;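 active = activation factor of 2 or more at 20 µM, a signal rise over negative controls twice the positive control's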
PPARg SRC1 recr: PPARgamma agonists recruiting SRC-1 coactivator, primary screen, biochemical | Peroxisome proliferator-activated receptor gamma (Homo sapiens), P37231 | PPARgamma-SRC-1 coactivator recruitment biochemical assay | activation, % at 8 µM | 200,000 tested, 0.41% active; in the data active = activation above about 19%;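 note: 0% = DMSO and 100% = reference agonist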
SRC2 TRFRET art: TR-FRET signal artefacts, primary screen, artefact control for PPARgamma SRC-2 agonist project, biochemical. TR-FRET ratio at 8 µM. TR-FRET artefact counter-screen; hits give high values. 200,000 tested, 0.4% active. AID 1049, 2008; in the data active = TR-FRET ratio above about 2000; note: inactives centre near 1500
PPARg SRC-2 ag: agonists of PPARg-SRC-2 recruitment, primary screen, biochemical, HTS | Peroxisome proliferator-activated receptor gamma (Homo sapiens), P37231 | PPARgamma LBD-SRC-2 recruitment | activation, % at 8 µM | 200,000 tested, 0.34% active; in the data active = activation above about 22%;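 note: 0% = vehicle and 100% = reference agonist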
S1P3 antag: S1P3 receptor antagonists, primary screen, cell-based; Sphingosine 1-phosphate receptor 3 (Homo sapiens), Q99500; CHO S1P3 NFAT-BLA reporter, FRET fluorescence, antagonist mode; inhibition, % at 4.98 µM; 170,000 tested, 0.27% active; AID 485, 2006;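 active = inhibition above the plate cutoff, the mean inhibition of test wells on that plate plus 3 SD, cut at about 28% in these data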;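 note: cells challenged with S1P at its EC80 of 0.8 µM; blue over green emission ratio from cleaved BLA substrate after 4 h stimulation; 0% = S1P-stimulated wells and 100% = unstimulated DMSO-only wells; some compounds past the cut are filed as inactive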
Target sequence (Q99500 whole entry, looked up): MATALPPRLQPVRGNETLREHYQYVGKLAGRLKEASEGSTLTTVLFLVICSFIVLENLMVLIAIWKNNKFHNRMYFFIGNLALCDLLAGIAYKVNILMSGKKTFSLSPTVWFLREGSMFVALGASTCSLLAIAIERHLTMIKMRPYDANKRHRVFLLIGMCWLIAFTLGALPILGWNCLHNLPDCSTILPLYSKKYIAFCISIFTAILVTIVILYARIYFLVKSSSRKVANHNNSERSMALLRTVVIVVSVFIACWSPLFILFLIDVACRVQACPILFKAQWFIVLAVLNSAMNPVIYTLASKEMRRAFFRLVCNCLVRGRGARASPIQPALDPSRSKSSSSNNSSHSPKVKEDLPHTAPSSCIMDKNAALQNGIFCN
* marks the source's active call; other numbers are inactive results; x = not tested or not shown. This is a random part of the collection. About 11% of those tested had a hit in this group.

SMILES | bIAP inhibitor | PPARg SRC-3 ag | ROMK mod | Redox H2O2 prof | L major viab | TLR4-MyD88 BLA | bIAP act | PPARg SRC1 recr | SRC2 TRFRET art | PPARg SRC-2 ag | S1P3 antag
COC(=O)c1scc(C)c1-n1ccc(C(=O)C(=O)N(C)C)c1 | -8 | 1 | 0.41 | -0.8 | -6 | -12 | 1.1 | 0 | 1441 | -4 | -9
O=C(CCN1C(=O)c2ccccc2C1=O)Nc1ccc(F)cc1F | 5 | 2 | x | -2.0 | -8 | 6 | 1 | 12 | 1723 | 3 | -21
CCOC(=O)c1sc(NC(=O)c2c(C)noc2C)c(C(=O)OCC)c1C | x | -4 | x | 2.5 | -4 | 1 | x | -2 | 1529 | 12 | -13
Cc1cccc(OCCSc2cc(C)nc(N)n2)c1 | 9 | -6 | x | -2.4 | 21 | -3 | 0.9 | 0 | 1563 | -4 | -38
COc1ccc(/C(C)=N/OC/C(O)=C(\C#N)c2nc3ccccc3[nH]2)cc1 | 9 | 1 | x | 0.1 | -7 | 10 | 0.9 | 4 | 1570 | -4 | -1
CS(=O)(=O)Nc1nnc(SCC(=O)N(c2ccccc2)c2ccccc2)s1 | 20 | -1 | x | 0.0 | -4 | -8 | 0.8 | 5 | 1397 | -6 | 1
CCCC(c1nnnn1Cc1ccc(F)cc1)N1CCN(C2CCCCC2)CC1 (stereo not drawn) | -16 | 5 | x | 0.1 | 72* | -18 | 1.2 | 1 | 1712 | 8 | -4
CC(C)CCNC(=O)COc1ccc(N(C)S(=O)(=O)c2ccc(F)cc2)cc1 | 0 | -8 | -0.069 | 0.9 | 15 | 12 | 1 | -4 | 1416 | -4 | 10
COCc1cc(/C=N\NC(=O)Cc2ccc(OC)cc2)ccc1OC | 6 | -1 | -0.52 | 0.2 | 7 | -5 | 0.9 | 10 | 1316 | -1 | 7
CCOC(=O)C1CCCN(S(=O)(=O)c2ccc(Br)s2)C1 (stereo not drawn) | -1 | 3 | -0.35 | 3.2 | -4 | -12 | 1 | 2 | 1453 | -1 | -41
COc1cc2cc(C#N)c(SCC(=O)N3CCOCC3)nc2cc1OC | 11 | 8 | 0.23 | -0.4 | 32 | -3 | 0.9 | 2 | 1677 | 5 | x
CC(=O)c1ccc(NC(=O)C2CCCN(S(=O)(=O)c3c(C)[nH]c(=O)[nH]c3=O)C2)cc1 (stereo not drawn) | 1 | 7 | -1.9 | -3.4 | -4 | -3 | 1 | 14 | 1815 | 8 | -23
CCOC(=O)CC1C(=O)NCCN1C(=O)NC1CCCCC1 (stereo not drawn) | 6 | -10 | x | 0.6 | 6 | -12 | 0.9 | 3 | 1574 | 3 | x
CCCCN1C2=NCCCN2c2cc(C)c(C)cc21 | 16 | 2 | x | -0.3 | 21 | 0 | 0.8 | 2 | 1637 | 11 | -30
Cc1ccc(C)c(-n2cc(-c3ccc(Cl)cc3)nc2SCC(=O)NC2CCS(=O)(=O)C2)c1 (stereo not drawn) | 4 | -3 | x | 0.2 | -1 | 7 | 1 | -8 | 1449 | -11 | -4
Cc1noc(C)c1COC(=O)c1ccc2c(c1)OCO2 | 14 | -2 | -0.7 | -1.0 | -5 | -5 | 0.9 | 6 | 1721 | 4 | -10
COC(=O)c1ccccc1NC(=O)CSc1n[nH]c(-c2cccnc2)n1 | 6 | 2 | -0.49 | -0.1 | 0 | 3 | 0.9 | -6 | 1396 | 3 | -11
CCOC(=O)c1ccc(Nc2ncnc3ccccc23)cc1 | 8 | -1 | 0.41 | -1.5 | 17 | 4 | 0.9 | 1 | 1524 | 3 | 6
Brc1ccc(C2=Nc3ccccc3C(c3ccncc3)=NN2)cc1 | -1 | 2 | 0.12 | -0.2 | -6 | 8 | 1 | -4 | 1310 | -6 | -11
O=[N+]([O-])c1cc(Cl)ccc1N1CCN(c2ccccc2O)CC1 | 43 | 5 | -0.26 | -1.0 | -1 | -4 | 0.6 | 8 | 1761 | 8 | 0
O=C(CS(=O)(=O)c1cccc(Cl)c1)Nc1ccccc1Cl | -2 | 6 | x | 0.3 | 0 | -3 | 1 | 1 | 1481 | 4 | x
COc1ccc(-n2cnnc2SCC(=O)N(C)C2CCS(=O)(=O)C2)cc1 (stereo not drawn) | 5 | 4 | 0.11 | 1.6 | -7 | -14 | 0.9 | -5 | 1639 | 6 | 3
CCOC(=O)c1oc2c(CN3CCN(CCO)CC3)c(O)c(CC)cc2c(=O)c1-c1nc2ccccc2s1 | -20 | 5 | 1.6 | -1.1 | -5 | -8 | 1.2 | 7 | 1726 | 1 | -11
CCOC(=O)C(C)Sc1nc(=O)n2cccc(C)c2n1 (stereo not drawn) | 9 | 0 | 1.4 | -2.4 | 7 | -13 | 0.9 | 1 | 1554 | 1 | -3
C=CCC(O)c1c(-c2ccccc2)nn(C)c1Cl (stereo not drawn) | 2 | 5 | x | -1.5 | -1 | -1 | 1 | 11 | 1402 | 5 | -9
COCCn1c(-c2cccs2)csc1=Nc1cccnc1 | 3 | 0 | -0.11 | -1.9 | 2 | -13 | 1 | 0 | 1605 | 0 | -9
COC(=O)c1cc(=O)n(CCc2ccc(OC)cc2)c(=Nc2ccc(F)c(Cl)c2)s1 | 9 | 1 | x | -0.8 | 100* | -13 | 0.9 | 0 | 1606 | 13 | x
CCn1c(-c2ccc(OC)c(OC)c2)n[nH]c1=S | 10 | 1 | 0.84 | 0.5 | -6 | 5 | 0.9 | -2 | 1495 | 6 | 3
CCCOc1ccc(C(=O)N2CC3(CC(c4cccc(NC(=O)[C@@H]5CCC(=O)N5)c4)=NO3)C[C@H]2C(=O)NC2(C(N)=O)CC2)cc1 (stereo partly drawn) | -9 | 7 | -1.2 | -9.9 | -6 | -5 | 1.1 | 4 | 1481 | 4 | x
COc1cc2c(cc1OC)C(c1cc(OC)c(OC)c(OC)c1)NCC2 (stereo not drawn) | -29 | 9 | x | 0.7 | 0 | -13 | 1.3 | 2 | 1635 | 0 | -1
CN(Cc1ccccc1)C(=O)c1ccccc1NC(=O)c1ccccc1 | 9 | -4 | 0.11 | -3.2 | 2 | -8 | 0.9 | -1 | 1514 | 5 | x
Cc1c(NC(=O)c2c(NC(=O)CNC3CC3)sc3c2CCCC3)c(=O)n(-c2ccccc2)n1C | 4 | 3 | x | 0.3 | -7 | -1 | 1 | 6 | 1582 | 2 | 4
CSCCC(NC(=O)c1ccc(Cl)cc1)C(=O)O (stereo not drawn) | 9 | -2 | 1.1 | 0.7 | 48 | 3 | 0.9 | -4 | 1546 | -8 | 9
Cc1ccnc(NC(=O)/C=C/c2ccccc2Cl)c1 | 5 | -1 | 0.51 | 0.2 | -7 | -3 | 0.9 | 4 | 1328 | 4 | 6
CCOCCn1c(CN2CCN(c3ccc(OC)cc3)CC2)nc2c1c(=O)n(C)c(=O)n2C | x | -5 | -0.075 | 0.3 | -7 | 14 | x | 7 | 1681 | 11 | 3
O=C(COC(=O)c1ccccc1C(=O)c1ccccc1)Nc1ccc(SC(F)F)cc1 | 9 | -1 | 0.69 | -0.3 | 3 | -14 | 0.9 | -2 | 1407 | -1 | 5
Cc1ccc(-n2ncc3c(=O)[nH]c(SCC(=O)N4CCCCC4)nc32)cc1 | 12 | -4 | x | -1.1 | 1 | -3 | 0.9 | 4 | 1569 | 4 | 16
O=C1C2C3c4ccccc4C(c4ccccc43)[C@@H]2c2nc3ccccc3n21 (stereo partly drawn) | 0 | -6 | x | -3.2 | 5 | 0 | 1 | 12 | 1497 | 5 | x
O=C(CCNc1cccc(Cl)c1)c1ccco1 | 29 | -4 | x | -2.1 | 83* | 10 | 0.7 | 0 | 1558 | 11 | -8
O=C(Nc1ccc(NC(=O)c2cccs2)cn1)c1ccccc1 | -15 | -6 | 0.016 | -0.6 | -3 | 2 | 1.1 | 14 | 1507 | 3 | -9
Cc1ccc(N2CCN(C3=NC(=O)/C(=C\c4cccs4)S3)CC2)cc1 | 14 | -2 | x | -1.3 | -3 | 2 | 0.9 | 12 | 1400 | -6 | x
CC(=O)Nc1ccc(S(=O)(=O)N2CCNC(=O)CC2)cc1 | 4 | -9 | 0.57 | 0.7 | -7 | -15 | 1 | -2 | 1505 | -4 | x
CN(CC(=O)NC1CC1)S(=O)(=O)c1ccc(F)cc1 | -3 | 4 | -0.3 | 0.0 | -4 | -4 | 1 | -3 | 1644 | 0 | -3
CCOc1ccccc1N1CCN(C(=O)CCCc2nc3ccccc3s2)CC1 | 25 | 0 | -0.052 | -0.1 | 2 | -12 | 0.7 | 0 | 1582 | -1 | -4
CN(Cc1ccccc1)C(=O)c1ccc([N+](=O)[O-])o1 | 14 | 1 | 0.25 | 0.1 | 86* | -12 | 0.9 | 4 | 1701 | 3 | -2

A different layout for some results above.
mol	bIAP inhibitor	PPARg SRC-3 ag	ROMK mod	Redox H2O2 prof	L major viab	TLR4-MyD88 BLA	bIAP act	PPARg SRC1 recr	SRC2 TRFRET art	PPARg SRC-2 ag	S1P3 antag
O=C(COC(=O)c1ccccc1C(=O)c1ccccc1)Nc1ccc(SC(F)F)cc1	9	-1	0.69	-0.3	3	-14	0.9	-2	1407	-1	5
Cc1ccc(-n2ncc3c(=O)[nH]c(SCC(=O)N4CCCCC4)nc32)cc1	12	-4	x	-1.1	1	-3	0.9	4	1569	4	16
O=C1C2C3c4ccccc4C(c4ccccc43)[C@@H]2c2nc3ccccc3n21 (stereo partly drawn)	0	-6	x	-3.2	5	0	1	12	1497	5	x
O=C(CCNc1cccc(Cl)c1)c1ccco1	29	-4	x	-2.1	83*	10	0.7	0	1558	11	-8
O=C(Nc1ccc(NC(=O)c2cccs2)cn1)c1ccccc1	-15	-6	0.016	-0.6	-3	2	1.1	14	1507	3	-9
Cc1ccc(N2CCN(C3=NC(=O)/C(=C\c4cccs4)S3)CC2)cc1	14	-2	x	-1.3	-3	2	0.9	12	1400	-6	x
CC(=O)Nc1ccc(S(=O)(=O)N2CCNC(=O)CC2)cc1	4	-9	0.57	0.7	-7	-15	1	-2	1505	-4	x

Screening data deposited in PubChem BioAssay by several laboratories.
